Source: PubChem (Broad Institute)
CASP6 VEID inh: inhibitors of human caspase-6; P55212; purified caspase-6, Z-VEID-R110 cleavage fluorescence; inhibition, % at 12.5 µM; 350,000 compounds, 0.53% hits;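 active = mean inhibition across replicates at least about 35%, with every replicate also reaching that limit, limit read from the data; inconclusive = only one of the two criteria met; inactive = neither criterion met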;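 also: 0% = median of neutral control wells and 100% = no fluorescence left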
Target sequence (P55212 24-179 limits assumed): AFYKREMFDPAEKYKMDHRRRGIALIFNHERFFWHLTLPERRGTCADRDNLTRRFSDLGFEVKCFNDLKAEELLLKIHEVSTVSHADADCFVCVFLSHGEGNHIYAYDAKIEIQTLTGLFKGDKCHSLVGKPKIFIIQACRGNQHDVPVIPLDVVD
Target sequence (P55212 194-293 limits assumed): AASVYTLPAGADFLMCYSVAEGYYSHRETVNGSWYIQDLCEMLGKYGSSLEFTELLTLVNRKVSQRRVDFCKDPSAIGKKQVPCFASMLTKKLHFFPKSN
DENV2 CPE: inhibitors of DENV2 cytopathic effect. DENV2-infected cells, cytopathic effect rescue, plate reader. CPE inhibition, % at 9.99 µM. 350,000 compounds, 1.7% hits. AID 651640; in the data active = CPE inhibition above about 20%, passing the limit was not always enough; inconclusive = no clear call, values can overlap the other calls; tested in BHK-21 cells;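 also: 0% = median of neutral control wells and 100% = median of positive control wells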
SIRT5 block: sirtuin-5 (human) deacylase inhibition | Purified SirT5, succinyl-peptide AMC, trypsin-coupled fluorescence | inhibition, % at 15 µM | 330,000 compounds, 1.1% hits | AID 652115; in the data active = inhibition above about 15%; inconclusive = no clear call, values can overlap the other calls
Target sequence (Q9NXA8 whole entry, looked up): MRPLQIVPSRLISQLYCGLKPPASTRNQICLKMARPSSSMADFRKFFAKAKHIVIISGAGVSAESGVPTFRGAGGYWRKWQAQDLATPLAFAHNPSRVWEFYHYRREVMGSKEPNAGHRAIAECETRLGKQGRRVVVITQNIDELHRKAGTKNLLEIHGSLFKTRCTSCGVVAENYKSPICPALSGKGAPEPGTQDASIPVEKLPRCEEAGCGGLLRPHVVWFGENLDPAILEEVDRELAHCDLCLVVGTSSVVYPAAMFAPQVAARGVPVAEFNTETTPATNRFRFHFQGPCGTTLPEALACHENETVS
LGR2 antag: inhibitors of bursicon-induced Drosophila LGR2 receptor cAMP signaling; HEK293 LGR2, CRE-luciferase, bursicon-stimulated, 4 h; inhibition, % at 9.99 µM; 380,000 compounds, 0.35% hits; AID 720647;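 active = drop in luminescence signal, shown as inhibition above about 50% in the replicate tests, limit read from the data, passing the limit was not always enough; inconclusive = probably only some replicates passing the limit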;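 also: agonist challenge used bursicon conditioned medium at about half maximal strength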
EWS-Fli inh: blocks EWS/Fli oncoprotein-driven transcription | AID 651661 | inhibition, % at 12.6 µM | A673 NR0B1-luciferase reporter, viability-normalised | 350,000 compounds, 0.67% hits;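 active = mean inhibition of at least 50% after viability correction, with every replicate also passing that limit; inconclusive = mean reaches 50% but only one of two replicates passes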;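 also: firefly luciferase signal divided by Alamar Blue viability fluorescence both relative to DMSO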
PAX8 reporter: PAX8 transcriptional activity inhibition; RMG-I TPO-luciferase reporter, SteadyGlo, 24 h; inhibition, % at 12.6 µM; 360,000 compounds, 1.2% hits;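 active = mean replicate inhibition at least 60% with every replicate also reaching 60%; inconclusive = only one of the two criteria is met; inactive = mean below 60% and not all replicates reaching 60%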;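 also: luciferase light reporting Pax8 driven TPO promoter activity; plate controls were median of neutral control wells for no effect and mitoxantrone controls for full effect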
ARNT TACC3 PPI: ARNT/TACC3 interaction disruption. Q9Y6A5. AlphaScreen His-ARNT PAS-B/GST-TACC3 binding, luminescence; TACC3 fragment carries E629A point mutation. inhibition, % at 9.99 µM. 390,000 compounds, 0.66% hits;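 active = mean inhibition of replicates at least 50% and at least half of replicates each reaching 50%; inconclusive = half or more replicates reach 50% but mean below 50%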;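 also: 0% = complete ARNT plus TACC3 wells and 100% = ARNT alone without TACC3; many hits fall short of the cut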
* marks the source's active call; other numbers are inactive results; ? = inconclusive; / = not tested or not shown; & = joins results of further samples. An unsorted share of the library. Share with any hit: about 4.9%.

SMILES	CASP6 VEID inh	DENV2 CPE	SIRT5 block	LGR2 antag	EWS-Fli inh	PAX8 reporter	ARNT TACC3 PPI
CO[C@@H]1CN(C)C(=O)c2ccc(NC(=O)c3cccc(F)c3)cc2OC[C@H](C)N(C)C[C@H]1C	/	37*	3	-2	-2	/	-8
O=C(CSc1ccc([N+](=O)[O-])cc1)NNC(=O)c1ccccc1F	7	0	10	-1	1	3	0
COc1cc(NC(=O)COc2ccccc2)c(OC)cc1NC(C)=O	-5	-5	2	-28	-1	-18	21
COc1ccc(C(=O)CC(=O)C(=O)Nc2c(C)cccc2C)cc1	-3	6	-3	7	47	3	19
CNC(=S)N(CCO)Cc1cc2cc3c(cc2[nH]c1=O)OCO3	2	5	1	-6	-12	-7	3
CCOC(=O)C1C2C=CC3(O2)C1C(=O)N(Cc1ccccc1)C3C(=O)NCc1ccccc1 (centres undefined)	-5	-2	-1	/	-11	11	2
O=c1cc(C(F)(F)F)[nH]c2ccccc12	-1	-1	-4	19	-4	3	-3
CCc1ccc2c(c1)C(=O)C(=O)N2CCS(=O)(=O)c1ccccc1	0	?	-6	-11	/	-15	2
O=S(=O)(NCc1ccccc1)c1ccc(-c2cnc(C3CC3)o2)cc1	8	0	-2	1	24	20	-5
CCC(=O)N(NC1=NS(=O)(=O)c2ccccc21)S(=O)(=O)c1ccc(C)cc1	0	10	2	5	8	24	1
CC1CCCN(Cc2nc3c(c(=O)n(C)c(=O)n3C)n2Cc2c(F)cccc2Cl)C1 (centres undefined)	-3	?	-3	-3	13	-6	-4
COc1ccc(-c2ccc3oc(-c4ccsc4)cc3c2)cc1	-1	-3	/	13	-70	12	/
O=c1[nH]c(/C=C/c2ccccc2F)nc2ccccc12	-4	-4	-3	13	5	-47	0
CCC(=O)Nc1ccc2c(c1)C(=O)N(C)C[C@H](OC)[C@@H](C)CN(CCC(F)(F)F)[C@H](C)CO2	0	12	3	8	-13	-6	-11
COc1ccc(CNC(=O)CN(C)Cc2ccccc2F)cc1OC	1	3	-4	-7	6	-16	5
COc1ccccc1S(=O)(=O)N(C)C[C@@H]1Oc2ncc(-c3ccc(C)cc3)cc2C(=O)N([C@@H](C)CO)C[C@@H]1C	2	5	1	-5	8	/	8
CO[C@@H]1CN(C)C(=O)c2cc(NC(=O)c3ccc(-c4ccccc4)cc3)ccc2OC[C@H](C)NC[C@H]1C	-2	-10	-3	0	54*	84*	0
C[C@@H]1CN([C@@H](C)CO)C(=O)c2cccc(NS(=O)(=O)c3ccc(Cl)cc3)c2O[C@@H]1CN(C)S(C)(=O)=O	3	-6	1	9	-4	/	-2
CN(C)Cc1csc(Nc2ccc(C(F)(F)F)cn2)n1	-13	?	/	-9	-24	-2	/
CCC(C)[C@H](NC(=O)NC1CCCc2ccccc21)C(=O)OC (some centres undefined)	-4	3	1	-1	12	-9	6
COc1cc(/C=C/C2=CC(C)(C)NC(=S)N2)cc(OC)c1OC	2	/	/	10	12	-11	/
CCOc1cc(C)cc2oc(=O)cc(-c3ccccc3)c12	-1	/	-2	-6	7	/	2
Cc1cccc(Nc2ncnc3onc(-c4cccc(Cl)c4)c23)c1C	-3	-14	-6	-10	14	7	-4
CC1=C(C(=O)c2ccccc2)C(c2cccc([N+](=O)[O-])c2)NC(=S)N1 (centres undefined)	-2	5	-3	-16	5	-5	3
Cc1cc2c(cc1C)N(C(=O)CSc1nncn1C)C(C)(C)c1ssc(=S)c1-2	1	2	1	10	2	/	16
COc1ccccc1CCN=C(N)NS(=O)(=O)c1ccc(C)c(C)c1	-1	-2	1	9	7	3	-7
C[C@@H]1CN([C@@H](C)CO)C(=O)c2cccc(NC(=O)c3ccc(-c4nccs4)cc3)c2O[C@H]1CN(C)Cc1ccc(C(=O)Nc2ccccc2N)cc1	-1	12	5	15	?	/	14
C[C@@H]1CN([C@H](C)CO)C(=O)c2cccc(NS(=O)(=O)c3ccccc3)c2O[C@H]1CN(C)C(=O)Nc1cccc2ccccc12	3	/	-1	21	3	6	9
CCCCN1CC(C)(C)Oc2cccc(F)c2S1(=O)=O	-2	9	-4	2	-2	-24	-3
O=C(C[C@H]1C[C@@H]2c3cc(NC(=O)NC4CCCC4)ccc3O[C@@H]2[C@H](CO)O1)NCc1ccc(Cl)cc1	-6	2	3	-15	-6	/	-5
CC(C)Oc1cccc(C(=O)C2CCCN(Cc3cnc(N4CCOCC4)s3)C2)c1 (centres undefined)	-2	3	-2	-10	30	24	1
Cc1cc2nc3c(=O)[nH]c(=O)nc-3n(C[C@H](O)[C@H](O)[C@H](O)CO)c2cc1C	-54	?	/	-5	-15	/	/
O=C(OCC1COc2ccccc2O1)c1ccccc1F (centres undefined)	6	10	1	-36	-11	/	-10
C=C(CC1([C@@H](NP(=O)(c2ccccc2)c2ccccc2)[C@H]2C[C@@H]2CCCC)CC1)c1ccccc1	1	1	1	36	21	-11	1
COc1ccc(-c2cn3cccnc3n2)cc1NC(=O)c1cc(OC)c(OC)c(OC)c1	-2	0	/	-11	-31	-4	-3
O=C(N/N=C/c1c[nH]c2ccccc12)C1COc2ccccc2O1 (centres undefined)	/	/	/	-19	/	24	3
Cc1cccc(-c2ccc(C3[C@@H]4CN(Cc5cccc(F)c5)C[C@H]3N4)cc2)c1 (some centres undefined)	/	-15&-14	/	0&-4	-8&-8	-6&9	/
NC1=NC(=O)C(Cc2ccc(Br)cc2)S1 (centres undefined)	-7	-5	-3	-21	/	-5	-2
COCCNC(=O)C[C@@H]1CC[C@@H](NS(=O)(=O)c2ccc(C)cc2)[C@H](CO)O1	0	1	-1	17	3	-18	3
Cc1cc(NS(=O)(=O)c2ccc(NC(=O)COc3ccc(Cl)cc3Cl)cc2)no1	4	7	-2	-5	12	-14	11
O=S(=O)(c1cccc(F)c1)N1CC[C@H]2[C@H](CO)Nc3ccc(-c4cccc(F)c4)cc3[C@H]21	/	19	/	19	-1	16	2
CC(=O)Nc1ccc2nc(NC(=O)COc3ccc([N+](=O)[O-])cc3)sc2c1	0	/	-1	-4	3	28	-4
O=C(C1CCOCC1)N1CC2(C1)[C@H](c1ccccc1)[C@@H](CO)N2CCC(F)(F)F	0	2	1	20	1	-4	/
CC(=O)OC[C@@H]1CN(Cc2ccccc2)C[C@H](n2cnc3c(N4CCOCC4)ncnc32)O1	-1	8	/	-10	-3	3	/
COc1ccc(S(=O)(=O)N[C@H]2CC[C@H](CC(=O)N3CCc4ccccc4C3)O[C@@H]2CO)cc1	-1	0	-1	-7	2	21	11
CC1c2cc3c(cc2CCN1C(=O)c1ccc(Cl)cc1)OCCCO3 (centres undefined)	9	-5	-3	0	13	7	4
COc1cc2c(cc1OC)C(C)N(S(=O)(=O)c1cn(C)c(C)n1)CC2 (centres undefined)	4	0	-9	-8	12	4	/
NC(=O)N/N=C/c1cc(F)cc(F)c1	0	-1	-3	-3	-8	3	-27
OC(CNCc1ccc(Cl)cc1)C(F)(F)F (centres undefined)	2	/	2	10	1	-13	-1
COc1ccc(OC)c(N(CC(=O)NCCSC2CCCCC2)S(=O)(=O)c2ccccc2)c1	-6	1	-2	-13	/	32	-12
(next part)
SMILES	CASP6 VEID inh	DENV2 CPE	SIRT5 block	LGR2 antag	EWS-Fli inh	PAX8 reporter	ARNT TACC3 PPI
C=CC[C@@H](CC(=O)N(CCO)Cc1ccccc1)C(=O)N[C@@H](COC(=O)[C@@H](CC=C)Cc1ccc(F)cc1)Cc1c[nH]c2ccccc12	-3	-12	/	38	-6	50	-2
COc1ccccc1S(=O)(=O)N1CC[C@@H]2[C@@H](CO)N(C)c3ccc(-c4ccc(C#N)cc4)cc3[C@@H]21	/	/	/	19	22	17	31
CO[C@@H]1CN(C)C(=O)c2ccc(NC(=O)C3CCC3)cc2OC[C@@H](C)N(Cc2ccc(F)cc2)C[C@H]1C	-1	0	5	4	-8	8	7
O=S(=O)(N[C@@H]1CC[C@H](CCn2cc(C3(O)CCCC3)nn2)O[C@@H]1CO)c1ccc(Cl)cc1	1	6	-4	17	7	-1	-3
COc1ccc(NC(=O)Nc2cccc3c2O[C@@H](CN(C)C(=O)Nc2ccc(OC)cc2)[C@H](C)CN([C@H](C)CO)C3=O)cc1	0	1	-1	4	-13	10	-4
CC(C)C(=O)O/N=C1\CCS(=O)(=O)c2sccc21	-2	3	-1	10	0	10	33
COc1ccc(S(=O)(=O)Nc2ccc3c(c2)C(=O)N([C@@H](C)CO)C[C@@H](C)[C@@H](CN(C)S(=O)(=O)c2ccc(C)cc2)O3)cc1	0	-8	2	6	-5	-5	28
CO[C@H]1CN(C)C(=O)c2ccc(NC(=O)C3CC3)cc2OC[C@@H](C)N(Cc2cccc(F)c2)C[C@@H]1C	/	/	/	7	4	14	1
CCNC(=O)C[C@@H]1CC[C@H]2[C@@H](COc3ccc(NS(=O)(=O)c4ccccc4C)cc3C(=O)N2C)O1	2	-3	7	-4	-7	13	-10
CCCNC(=O)N(C)C[C@@H]1Oc2cc(C#CCN(C)C)ccc2S(=O)(=O)N([C@H](C)CO)C[C@H]1C	-12	-5	8	-12	-8	/	8
CCC(=O)Nc1cc(C(=O)O)ccc1Sc1ccccc1	2	-3	-3	4	-10	15	-2
CCCn1nnnc1NCc1cccc(Cl)c1	-1	-3	-7	-3	-2	-5	-6
COc1ccc(CC2C(=O)NC(C)C(=O)N(C)C3Cc4ccc(cc4)Oc4cc(ccc4O)CC(C(=O)NC(C)C(=O)NC(C)C(=O)N2C)N(C)C3=O)cc1 (centres undefined)	1	?	1	103*	66*	110*	-4
COc1ccc(C2=NN(C(=O)CCC(=O)O)C(c3cccs3)C2)cc1 (centres undefined)	1	-3	1	-11	-10	13	3
Cc1ccc(CN2CCN(C(=O)CC(C)C)CC2)cc1	0	0	2	10	17	-26	-6
CC(C)N1C(=O)C(=O)N(CC(=O)N2c3ccccc3CC2C)C1=O (centres undefined)	2	-2	/	4	0	2	/
C/C(=N\Nc1nc(N)cc(Cl)n1)c1ccc(F)cc1	1	1	-6	-21	-62	-7	48*
c1ccc(-c2nnc3ccc(N4CCCC4)nn23)cc1	-3	-5	1	-10	6	-1	1
COc1ccc(CNC(=O)c2cc3ccccc3o2)cc1OC	0	0	/	-9	4	3	2
COc1cc(OC)c(CNS(=O)(=O)c2ccc(Br)cc2)c(OC)c1	0	-12	3	/	0	6	/

Random excerpt: 2 entries already listed
SMILES	CASP6 VEID inh	DENV2 CPE	SIRT5 block	LGR2 antag	EWS-Fli inh	PAX8 reporter	ARNT TACC3 PPI
COc1cc(OC)c(CNS(=O)(=O)c2ccc(Br)cc2)c(OC)c1	0	-12	3	/	0	6	/
COc1ccc(CC2C(=O)NC(C)C(=O)N(C)C3Cc4ccc(cc4)Oc4cc(ccc4O)CC(C(=O)NC(C)C(=O)NC(C)C(=O)N2C)N(C)C3=O)cc1 (centres undefined)	1	?	1	103*	66*	110*	-4

(more compounds)
SMILES	CASP6 VEID inh	DENV2 CPE	SIRT5 block	LGR2 antag	EWS-Fli inh	PAX8 reporter	ARNT TACC3 PPI
OCCC1CN(Cc2cc(F)ccc2-n2cccn2)CCN1Cc1ccc(F)cc1 (centres undefined)	0	-4	-2	-4	8	16	-1
Cc1ccc(S(=O)(=O)N(C)C[C@@H]2Oc3ccc(NC(=O)Nc4cccc5ccccc45)cc3CC(=O)N([C@H](C)CO)C[C@@H]2C)cc1	0	-3	-1	-4	18	/	10
N#Cc1c(-c2ccccc2)nc(SCc2cccc(Cl)c2)[nH]c1=O	-1	-4	-2	3	-9	6	-7
COc1cccc(-c2ccc3c(c2)O[C@H](CN(C)C)[C@@H](C)CN([C@H](C)CO)S3(=O)=O)c1	3	13	-6	25	7	/	-1
O=C(Nc1ccc(F)cc1)N[C@H]1CC[C@@H](CCNS(=O)(=O)c2ccccc2F)O[C@@H]1CO	-3	0	2	-1	0	/	6
O=C(O)c1ccccc1-c1ccc(/C=C/c2cc(C(F)(F)F)[nH]c(=O)n2)o1	4	-3	7	15	-1	2	-2
